# Screening results (PubChem BioAssay)
# CSM14.1 death rescue: rescue of cells from ER stress-induced death, primary screen, 384-well, CSM14.1, thapsigargin, ATP luminescence (AID 1222); cellular ATP content (survival), % at 20 µM; hits with a dose series show EC50 in µM; 190,000 tested, under 10 active; CSM14.1 thapsigargin-induced death rescue, ATP luminescence; higher % means a stronger effect;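 active = EC50 below 50 µM in the dose-response confirmation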;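 also: death triggered by thapsigargin at about 15 µM added after 2 h compound pretreatment; cell ATP read after overnight thapsigargin exposure of roughly 18 to 22 hours; normalized against plate controls of thapsigargin alone and 5% DMSO vehicle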
# KOR beta-arrestin-1: KOR agonists, beta-arrestin recruitment, primary screen, cell-based, luminescence, uHTS (AID 1777); Kappa-type opioid receptor (Homo sapiens); KOR beta-arrestin recruitment, luminescence; higher % means a stronger effect; one-dose activation, % at 10 µM; EC50 in µM for titrated hits; 0.02% of 280,000 active; in the data active = activation above about 50%, passing the limit was not always enough; also: a part of the inactive calls stands beside numbers as strong as those of hits
# NTR1 ag: agonists of NTR1, primary screen, imaging, U2OS cells, beta-arrestin-GFP, high content (AID 493036). Neurotensin receptor type 1 (Homo sapiens), P30989. activation, % at 20 µM. 0.17% of 330,000 active. NTR1-U2OS beta-arrestin-GFP spot imaging, agonist mode;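 active = activation at or above 40% of the spot to cytoplasm intensity ratio, with at least 20 cells analyzed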;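 also: 0% = DMSO without peptide and 100% = 100 nM NTR1 peptide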
# Target sequence (P30989 whole entry, looked up): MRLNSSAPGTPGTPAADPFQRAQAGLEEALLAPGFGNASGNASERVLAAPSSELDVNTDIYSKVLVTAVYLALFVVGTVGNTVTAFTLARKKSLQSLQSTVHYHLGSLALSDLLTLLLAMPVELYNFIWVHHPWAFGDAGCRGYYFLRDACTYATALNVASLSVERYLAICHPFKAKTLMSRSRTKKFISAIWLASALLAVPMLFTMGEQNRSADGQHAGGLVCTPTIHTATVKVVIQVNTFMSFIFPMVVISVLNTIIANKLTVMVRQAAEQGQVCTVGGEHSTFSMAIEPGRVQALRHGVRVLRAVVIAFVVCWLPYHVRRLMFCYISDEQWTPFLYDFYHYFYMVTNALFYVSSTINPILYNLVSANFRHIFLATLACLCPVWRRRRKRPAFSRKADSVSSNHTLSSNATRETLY
# NOD2 inhibition: NOD2 signaling inhibitors, cell-based, luminescence, uHTS, HEK293 (AID 1566); 0.63% of 290,000 active; HEK293 NOD2/NF-kB luciferase reporter, luminescence; higher % means a stronger effect; inhibition, % at 4 µM; hits with a dose series show EC50 in µM; also: many of its hits are not listed in these tables
# TNAP activation fold: human TNAP enzyme activators, primary screen, biochemical, luminescent, no phosphate acceptor, uHTS (AID 1001). Alkaline phosphatase, tissue-nonspecific isozyme (Homo sapiens). purified TNAP, luminescent activation assay, no phosphate acceptor; higher activation fold means a stronger effect. activation fold at 20 µM, or EC50 in µM where a hit was titrated. 0.03% of 200,000 active; in the data active = activation fold from about 3, or a potency from the dose series; inactive = the rest, 99 in 100 with activation fold below about 1.6; also: many of its hits are not listed in these tables
# KOR beta-arrestin-2: KOR antagonists, beta-arrestin recruitment, cell-based, luminescence, uHTS (AID 1778). Kappa-type opioid receptor (Homo sapiens). KOR beta-arrestin recruitment, luminescence, antagonist mode; higher % means a stronger effect. inhibition, % at 10 µM, or IC50 in µM where a hit was titrated. 0.091% of 290,000 active; also: strong numbers were not always called active
# GPR55 activation: GPR55 agonists via beta-arrestin recruitment, primary screen, imaging, U2OS cells, beta-arrestin-GFP redistribution (AID 1961); G-protein coupled receptor 55 (Homo sapiens); U2OS GPR55 beta-arrestin-GFP redistribution imaging; higher % means a stronger effect; one-dose activation, % at 10 µM; EC50 in µM for titrated hits; 0.048% of 290,000 active;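 active = activation above 40% with more than 50 cells counted in the well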;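 also: U2OS osteosarcoma cells stably expressing GPR55 and beta-arrestin-GFP; plate controls were DMSO negative control for no effect and LPI positive control for full effect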
# Yfh1-depleted yeast: enhancers of respiration in Yfh1-depleted yeast, dose response, Friedreich's ataxia, plus single-dose screen (AID 1465). one-dose fold induction at 50 µM; EC50 in µM for titrated hits. S. cerevisiae Yfh1-off respiration, WST-1 reduction, 72 h; higher fold induction means a stronger effect. 0.074% of 220,000 active;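 active = fold induction of absorbance versus untreated yeast above a set limit, then at least 30% activation at any dose in follow-up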;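 also: activators that raise dye reduction in frataxin-depleted yeast; strong numbers were not always called active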
# NOD1 NF-kB reporter: NOD1 signaling inhibitors, primary screen, cell-based, luminescence, uHTS (AID 1578). inhibition, % at 4 µM; hits with a dose series show EC50 in µM. NOD1-driven NF-kB luciferase reporter cells, luminescence; higher % means a stronger effect. 1% of 290,000 active; in the data active = inhibition mostly above about 36%, no sharp cut-off; inactive = mostly below about 34%;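 also: HEK-293T reporter cells stimulated with the NOD1 agonist gamma-tri-DAP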
# NTR1 ag cell count 20 µM: second read-out of NTR1 ag, no call of its own (marks repeat the call); cell count; measured here: cell count, cytotoxicity flag
# Active calls of the source: *; i = inactive; / = not tested or not shown; [ ] = another dose, or the depositor's remark. Rule as the data show it, unless noted: active = inhibition above about 50%; inactive = the rest.
# The line under a structure holds: CSM14.1 death rescue | KOR beta-arrestin-1 | NTR1 ag | NTR1 ag cell count 20 µM | NOD2 inhibition | TNAP activation fold | KOR beta-arrestin-2 | GPR55 activation | Yfh1-depleted yeast | NOD1 NF-kB reporter
COC(=O)[C@H](Cc1ccccc1)NC(=O)NCCc1ccc(OC)cc1
→ / | 1.6% | -0.5 | 100 | 11% | / | -16% | 1.2% | / | 0%
O=C(c1cccnc1)N1CCN(C(=O)c2ccccc2F)CC1
→ -0.1% | 0.5% | -1.1 | 60 | 6% | 1.1 | -26% | -0.1% | i | -6%
Cc1ccc(S(=O)(=O)/C(C#N)=C/c2c(N3CCOCC3)nc3c(C)cccn3c2=O)cc1
→ / | 1.3% | 6.1 | 65 | 16% | / | 6% | 0.2% | i | 6%
COC(=O)c1cccc(NC(=O)c2ccccc2)c1
→ / | 4.0% | 0.6 | 74 | -3% | / | 5% | -0.2% | i | 2%
COc1ccc(/C=C/C(=O)Nc2ccccc2C(F)(F)F)cc1OC
→ -1.5% | -1.2% | 0.3 | 34 | 9% | 1.1 | -16% | -0.3% | / | -15%
CCOC(=O)N1CCN(Cc2nnc(-c3cccc(Br)c3)o2)CC1
→ / | -2.8% | 0.4 | 85 | 4% | / | -5% | -0.3% | / | 0%
C=CCNC(N)=S
→ / | 1.1% | 2.7 | 44 | 8% | / | 4% | -0.1% | / | -31%
COc1cc(/C=C(\NC(C)=O)C(=O)O)cc(OC)c1OC
→ / | -1.9% | 1.9 | 70 | 13% | / | -12% | -0.2% | i | 0%
Cn1nnnc1SCc1ccc(C(=O)Nc2ccccc2F)cc1
→ -1.2% | 5.4% | -0.4 | 43 | -38% | 1 | -16% | -0.1% | i | 6%
Cc1cc(C)c(C#N)c(Sc2ccccc2N)n1
→ / | -4.0% | 0.2 | 60 | 6% | 1.1 | 0% | -0.3% | i | -38%
C=C(Br)Cn1c(CCC)nc2ccccc21
→ 0.0% | -2.6% | -1.1 | 41 | 1% | 1 | 0% | -0.2% | i | -5%
O=C(Nc1nccs1)c1ccc(-c2ccc(Cl)cc2Cl)o1
→ -4.6% | -2.8% | 4.2 | 72 | -67% | 1.1 | 18% | -0.1% | i | -34%
O=C(CSc1nc2ccccc2[nH]1)NC(=O)NCc1ccco1
→ -1.2% | -3.1% | -1.6 | 69 | 5% | 1.2 | 50% | -0.2% | i | -27%
Nc1nnc(SCc2cccc(C(F)(F)F)c2)s1
→ 1.7% | -1.7% | 0.3 | 45 | -8% | 1.1 | -4% | -0.2% | i | -36%
O=C(C[n+]1cc(-c2ccccc2)n2c1CCC2)OCc1ccccc1
→ 0.0% | -2.2% | -1.9 | 50 | 2% | 1 | -10% | -0.6% | i | 5%
COc1ccc(CCN2C(=O)C3C4CC(C5C(C(=O)NN)=NOC45)C3C2=O)cc1OC (configuration not stated)
→ -1.5% | -0.6% | 1.7 | 47 | 10% | 0.9 | -21% | -0.1% | i | 5%
CS(=O)c1ccccc1-c1nc(-c2ccc(Cl)cc2)no1 (configuration not stated)
→ -0.2% | -5.4% | -0.6 | 31 | -35% | 1.1 | 11% | -0.3% | i | -28%
CCC1(c2ccccc2)NC(=O)N(CC(=O)N(C)CC(=O)Nc2cccc(F)c2)C1=O (configuration not stated)
→ / | -1.1% | -0.2 | 47 | 2% | / | -7% | -0.1% | / | -24%
COc1cc(C(C)=O)ccc1COc1ccc(C(=O)OCC(=O)NC2CCS(=O)(=O)C2)cc1OC (configuration not stated)
→ -1.6% | 8.4% | 2.4 | 49 | -4% | 1.1 | -8% | 0.2% | i | -23%
COc1ccc(S(=O)(=O)NCc2c(-c3ccccc3)noc2C)c(OC)c1
→ / | -0.4% | 0.4 | 48 | -8% | / | / | 0.2% | i | -2%
COc1ccc(C(=O)NCCSCc2ccccc2)cc1OC
→ -2.4% | -0.5% | 0.3 | 102 | -2% | 1.2 | 6% | -0.3% | i | -26%
COc1ccc(CC(=O)NNS(=O)(=O)c2ccc(F)cc2)cc1OC
→ 0.3% | -6.1% | 1.9 | 43 | 13% | 1.1 | -9% | -0.2% | i | 25%
CC(C)S(=O)(=O)N1CCCC(C(=O)c2cccc(Cl)c2)C1 (configuration not stated)
→ 3.6% | -1.4% | 1.7 | 35 | -10% | 1 | 11% | 0.1% | i | 1%
CNC1(C(N)=O)CCNCC1
→ / | 15% | 0.1 | 87 | 9% | / | 30% | 0.2% | i | -4%
NC(N)=NS(=O)(=O)c1ccc(NC(=S)NC(=O)/C=C/c2cccs2)cc1
→ -0.7% | -7.3% | -0.2 | 78 | 18% | 1.1 | 23% | -0.3% | i | -21%
O=C(NCc1ccccc1F)C1CCCN1C(=O)Nc1cccc(F)c1 (configuration not stated)
→ / | 2.6% | 1.0 | 61 | -2% | / | -37%[20 µM] | 0.3% | / | 23%
Cc1ccc(-c2nnn(CC(=O)N3CCN(c4nc5ccccc5s4)CC3)n2)cc1
→ 1.7% | 3.8% | -0.2 | 100 | 11% | 1.1 | -4% | -0.4% | i | -24%
Cc1cccc(-n2cc(CN3CCN(C(=O)c4ncn[nH]4)CC3)c(-c3cccc(F)c3)n2)c1
→ -2.4% | / | 5.8 | 62 | -23% | 1.1 | 0%[20 µM] | -0.1% | i | -20%
CCCOc1ccc(-c2nnn(CC(=O)c3c[nH]c4ccccc34)n2)cc1
→ -1.1% | -1.2% | 0.7 | 37 | -4% | 1.1 | -7% | -0.1% | i | -8%
Nc1nc(SCC(=O)Nc2c(Br)cc([N+](=O)[O-])cc2Br)n[nH]1
→ -2.0% | -2.6% | -0.2 | 92 | -3% | 1.4 | 14% | 0.4% | i | -12%
Cc1ccc(C(=O)N(CN2CCCC2=O)c2ccc(F)cc2)cc1
→ -1.3% | 6.9% | 3.4 | 87 | -6% | 1.2 | -38% | -0.1% | i | -12%
O=C1CN(C(=O)c2cc([N+](=O)[O-])ccc2Cl)C(c2ccccc2)c2cc(F)ccc2N1 (configuration not stated)
→ 0.1% | -5.6% | 0.6 | 43 | 11% | 1 | 20% | -0.2% | i | -5%
CC(=O)O/N=C/c1c(N2CCOCC2)n(C)c2ccccc12
→ 6.8% | 0.8% | 0.6 | 74 | 28% | 1 | -18% | -0.1% | i | 14%
COc1ccccc1NC(=O)C(C)N1C(=O)c2ccccc2C1=O (configuration not stated)
→ / | -0.4% | 0.0 | 45 | 13% | / | -4% | -0.1% | / | 4%
COc1ccccc1N1CCN(C(=O)CCc2ccc(S(=O)(=O)NCC(C)C)cc2)CC1
→ -1.5% | 6.7% | 0.4 | 80 | 2% | 1.1 | 10% | -0.1% | i | -4%
O=S(=O)(O)c1ccc(N=NNc2ccc(Br)cc2)cc1
→ / | -1.1% | -0.1 | 45 | 1% | / | 20% | 0.0% | / | -12%
CN(CCc1ccccn1)c1ncnc2[nH]ncc12
→ -2.3% | -2.7% | -2.1 | 22 | 4% | 1.7 | 12% | 0.2% | / | 6%
O=C(NCCN1CCCC1)c1ccc(Br)cc1
→ / | 0.5% | -0.1 | 65 | -1% | / | -12%[20 µM] | -0.3% | / | -14%
CCC(=O)N/N=C/c1ccc(-c2ccc(Cl)cc2)o1
→ -2.4% | -2.7% | 0.2 | 47 | -11% | 1.1 | -6%[20 µM] | 0.0% | i | -51%
CC1CCCC/C1=N\NC(=S)NCCc1ccccc1 (configuration not stated)
→ / | -2.3% | 1.8 | 56 | -13% | 1.3 | 7% | 0.1% | i | -16%
CCCn1c(=S)[nH]c2cc(C(=O)N3CCc4ccccc43)ccc2c1=O
→ 0.9% | -3.8% | 10 | 78 | -18% | 1.1 | 1% | 0.2% | i | 35%
O=C(NC(=S)Nc1c(F)cc(F)cc1Br)c1ccc2c(c1)OCCO2
→ 0.8% | -0.7% | 6.5 | 59 | 18% | 1 | 40% | -0.2% | i | 28%
Cc1nc(COC(=O)c2ccc(S(=O)(=O)N3CCCC3)cc2)cs1
→ 1.4% | -2.8% | 1.7 | 81 | -11% | 1.1 | -27% | -0.3% | i | 3%
Cc1c(Oc2ccc(C(F)(F)F)cc2[N+](=O)[O-])ccc2c3c(c(=O)oc12)CCC3
→ -1.8% | -0.5% | 2.4 | 67 | 32% | 1.1 | 17% | 0.2% | i | 23%
C=CCN(CC=C)C(=O)c1ccccc1NC(=O)c1ccccc1C
→ -0.5% | -4.7% | 1.1 | 50 | 18% | 1 | 0% | -0.3% | i | /
Cn1c(N)c(S(=O)(=O)N2CCN(c3ccccc3F)CC2)c(=O)n(C)c1=O
→ / | 1.6% | -0.5 | 62 | 12% | / | -7% | -0.1% | / | 0%
Cc1ccc(NC(=O)CNCc2ccc(Cl)cc2Cl)cc1S(=O)(=O)N(C)C
→ / | -1.1% | -0.5 | 38 | -21% | / | -1% | 0.2% | / | 23%
O=C(NNS(=O)(=O)c1ccccc1[N+](=O)[O-])c1cccnc1
→ / | 5.0% | -0.1 | 58 | 3% | / | -7% | -0.1% | i | -6%
Cc1nnc(C)n1/N=C/c1ccc(C(C)C)cc1
→ -1.7% | 2.8% | 3.1 | 42 | 7% | 1.1 | -29% | -0.1% | i | -7%
Nc1nc(NCC(=O)O)nc(NC2CCCCC2)c1[N+](=O)[O-]
→ / | 6.1% | 0.0 | 88 | -5% | / | -2% | 0.0% | / | -9%
COc1ccc(-n2ncc3c(NCc4ccccn4)ncnc32)cc1
→ / | 3.5% | 1.3 | 71 | -12% | 1.1 | -15% | 0.3% | i | /
O=C1CCc2ccc(NS(=O)(=O)c3ccc(F)cc3)cc2N1
→ -5.5% | 1.6% | -0.4 | 49 | 1% | 1.1 | -17% | 0.4% | i | -44%
O=c1c2[nH]c3ccccc3c2nc2n1CCCS2
→ -3.7% | 2.9% | 1.4 | 86 | -10% | 1 | 15% | 0.4% | i | -23%
Cc1ccc2[nH]c3c(=O)n(N)c(=O)[nH]c3c2c1
→ / | -3.1% | -0.7 | 51 | 6% | / | 10% | 0.2% | i | 0%
CN(Cc1ccccc1)C(=O)CN1C(=O)c2ccccc2S1(=O)=O
→ / | -1.1% | 0.3 | 48 | -5% | / | -23% | 0.0% | / | 0%
COc1cccc(-n2nnnc2SCC(=O)Nc2cccc(C)n2)c1
→ 1.0% | / | 0.7 | 68 | -1% | 1.1 | 19% | -0.3% | i | -15%
COc1ccc(/C=N/NC(=O)c2ccc(Cn3cc([N+](=O)[O-])cn3)o2)cc1O
→ 3.2% | 3.2% | 1.1 | 43 | 8% | 1.1 | -16% | 0.0% | i | -19%
CCCC(C)NC(=O)CSc1nc2ccc(C)cc2[nH]1 (configuration not stated)
→ -1.1% | -1.9% | 0.4 | 30 | 9% | 1.2 | 19% | -0.2% | i | -20%
COCCNc1c([N+](=O)[O-])c(=O)n(-c2ccccc2)c2ccccc12
→ -4.8% | -1.3% | -1.2 | 97 | 7% | 1.1 | -5% | -0.2% | i | -21%
O=c1cc(O)n(Cc2ccc(F)cc2)c(=O)[nH]1
→ / | 2.9% | 0.3 | 81 | -12% | / | -28% | 0.9% | / | -16%

# The list is partial; the hit share may differ from the screen's.
